High-throughput results as filed in PubChem BioAssay.
SKN-1 inh: blocks SKN-1 activity in C. elegans; C. elegans VP596 Pgst-4::GFP/RFP ratio, acrylamide-induced, 24 h; inhibition, % at 21.8 µM; actives 0.49% (n = 360,000); AID 624304;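 active = interference check ratio from 0.5 to 1.5 plus GFP to RFP signal ratio inhibition reaching or exceeding a fixed threshold, cut at about 30% in these data, passing the limit was not always enough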; also: some compounds called inactive have numbers as strong as hits
PABP1 MLLE inh: blocks PAM2 peptide binding to the PABP1 MLLE domain. P11940. GST-MLLE / FITC-PAM2 fluorescence polarization. inhibition, % at 20 µM. actives 0.36% (n = 360,000); in the data active = inhibition above about 35%, passing the limit was not always enough;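 also: plate controls were DMSO wells with GST-MLLE for no effect and wells lacking GST-MLLE protein for full effect; some results filed as inactive read as strong as hits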
MT1-MMP act inh: MT1-MMP (human) activation inhibition. HT1080 RFP-PRO-GFP cells, GFP/RFP ratio fluorescence, overnight; percent of plate control window, DMSO zero. GFP/RFP ratio change, % at 20 µM. actives 0.061% (n = 360,000). AID 651647;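 active = GFP/RFP ratio change of at least 30% with cell ATP level not reduced by more than half and red fluorescence within 50% of control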; also: strong numbers were not always called active
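Compound: 20 µM single dose, 1% DMSO / System: HT1080 RFP-PRO-GFP cells / Controls: DMSO and RFP-L50D-GFP cell wells / Read-out basis: GFP/RFP fluorescence ratio / Schedule: overnight compound exposure at 37 °C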
Tb MetRS inh: blocks T. brucei methionyl-tRNA synthetase activity; purified T. brucei MetRS, ATP depletion, Kinase-Glo luminescence; actives 0.4% (n = 360,000); AID 624268; inhibition, % at 11.9 µM;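 active = inhibition above a per-plate cutoff of the control wells' mean inhibition plus 3 SD, cut at about 5.5% in these data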;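 also: 0% = DMSO wells median and 100% = median of wells with control inhibitor compound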
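Dosing: 11.9 µM compound single dose, 0.9% DMSO; Assay system: purified T. brucei MetRS enzyme; Measured by: Kinase-Glo luciferase luminescence reporting remaining unconsumed ATP; Schedule: 15 min plus 2 h at 25 °C.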
NRP1-CendR mod: alters CendR peptide binding to human NRP-1; O14786; FAM-RPARPAR peptide binding to NRP-1, fluorescence polarization; inhibition, % at 25 µM; actives 0.85% (n = 360,000); AID 602438;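 active = inhibition or corrected inhibition above about 18%, plus a signal ratio from 0.5 to 1.5, limit read from the data, passing the limit was not always enough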; also: strong numbers were not always called active
Target sequence (O14786 whole entry, looked up): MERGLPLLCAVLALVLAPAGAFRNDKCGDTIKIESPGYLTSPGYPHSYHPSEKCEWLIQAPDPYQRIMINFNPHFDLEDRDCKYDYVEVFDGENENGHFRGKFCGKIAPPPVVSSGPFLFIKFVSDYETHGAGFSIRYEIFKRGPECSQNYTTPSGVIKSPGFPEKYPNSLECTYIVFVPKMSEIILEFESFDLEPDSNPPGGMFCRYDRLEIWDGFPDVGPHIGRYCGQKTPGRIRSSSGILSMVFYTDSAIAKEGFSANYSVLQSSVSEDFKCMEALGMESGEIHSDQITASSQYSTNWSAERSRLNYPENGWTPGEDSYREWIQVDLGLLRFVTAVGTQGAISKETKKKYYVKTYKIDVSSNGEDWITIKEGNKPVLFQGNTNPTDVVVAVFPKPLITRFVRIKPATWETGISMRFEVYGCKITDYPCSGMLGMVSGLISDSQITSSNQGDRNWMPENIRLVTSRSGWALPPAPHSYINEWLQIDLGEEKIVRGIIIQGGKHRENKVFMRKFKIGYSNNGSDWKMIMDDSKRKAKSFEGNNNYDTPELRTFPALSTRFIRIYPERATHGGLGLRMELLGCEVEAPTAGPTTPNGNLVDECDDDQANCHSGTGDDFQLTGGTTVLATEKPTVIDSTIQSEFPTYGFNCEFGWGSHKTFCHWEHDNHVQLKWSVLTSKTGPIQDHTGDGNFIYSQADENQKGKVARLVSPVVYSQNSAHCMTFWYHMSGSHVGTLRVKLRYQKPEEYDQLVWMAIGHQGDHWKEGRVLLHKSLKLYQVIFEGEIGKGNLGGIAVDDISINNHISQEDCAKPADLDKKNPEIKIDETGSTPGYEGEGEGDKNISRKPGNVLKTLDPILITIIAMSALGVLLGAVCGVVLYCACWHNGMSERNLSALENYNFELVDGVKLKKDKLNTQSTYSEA
FAS-TE inh: blocks the thioesterase domain of human fatty acid synthase. inhibition, % at 15 µM. actives 0.67% (n = 360,000). recombinant FAS-TE, OMFH fluorogenic substrate, fluorescence endpoint. P49327;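 active = compounds whose normalised, plate-corrected inhibition of enzyme fluorescence in the single-dose primary screen is 50% or more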;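 also: 0% = DMSO with enzyme and 100% = substrate without enzyme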
MsrA inh: inhibitors of bovine MsrA. purified bovine MsrA, absorbance read-out. actives 0.75% (n = 360,000). inhibition, % at 15.5 µM; in the data active = inhibition above about 4.5%;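 also: 0% = vehicle wells with enzyme and 100% = reference inhibitor wells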
eLon inh: E. coli protease La inhibition | AID 602123 | purified E. coli Lon protease, fluorescence polarization | inhibition, % at 7.94 µM | actives 0.42% (n = 360,000) | P0A9M0; in the data active = inhibition above about 13%, passing the limit was not always enough;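 also: 0% = enzyme with probe and DMSO and 100% = no enzyme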
MsrA act: bovine methionine sulfoxide reductase A activation. purified bovine MsrA, absorbance read-out. activation, % at 10.6 µM. actives 0.3% (n = 360,000); in the data active = activation above about 7.5%;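 also: 0% = vehicle and 100% = reference activator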
Numbers without * were called inactive; x = not tested or not shown. Compounds as they come (roughly 4% active in at least one column).

SMILES	SKN-1 inh	PABP1 MLLE inh	MT1-MMP act inh	Tb MetRS inh	NRP1-CendR mod	FAS-TE inh	MsrA inh	eLon inh	MsrA act
CN1C(=O)c2cccc3c(Br)ccc(c23)C1=O	2	-15	-12	0.4	-7	1	0.9	-2	-3
Cc1cccc(C2NC(c3cccc(C)c3)C(C)C(=O)C2C)c1 (stereo not drawn)	1	2	1	-1.1	4	17	-0.9	10	-8
Cc1ccc2oc(-c3cccc(NC(=O)/C=C/c4cccc([N+](=O)[O-])c4)c3C)nc2c1	-1	4	6	-0.6	-7	5	0.0	2	-2
COc1ccc(Nc2nc3ccccc3n3nnnc23)cc1	-2	6	-2	-1.3	2	12	1.8	-7	-10
CC(=O)N/C(=C\c1ccccc1)C(=O)OCC(=O)Nc1cc(S(=O)(=O)N(C)C)ccc1Cl	0	-6	7	-0.6	0	0	-0.6	0	-9
Cc1ccc(NC(=S)NCC2CCCO2)cc1C (stereo not drawn)	14	4	3	-0.4	8	-4	-0.4	-1	-1
Cc1[nH]c2ccc(F)cc2c1CCN(Cc1ccco1)C(=S)NC(C)(C)C	1	-10	-3	0.0	4	30	-1.2	-1	-2
Cc1ccc(NC(=O)Cc2nnc(SCC(=O)NC3=NCCS3)n2C)cc1	9	-4	-4	-0.5	-6	-4	-0.7	-3	-3
CC(=O)Nc1ccc(SC[C@H](Cc2ccccc2)N2CCN(CCc3ccccc3)CCC2=O)cc1	4	30	1	-0.3	25*	6	0.5	-5	-1
CCC(C(=O)Nc1ccccc1C(=O)N1CCOCC1)N1C(=O)c2ccccc2C1=O (stereo not drawn)	4	-2	4	0.3	-3	-4	-1.5	-2	-1
CC(C)C(=O)Nc1cccc(C(=O)Nc2ccc(S(=O)(=O)Nc3nccs3)cc2)c1	-2	20	0	0.1	0	-2	0.0	-6	-3
CCOc1ccc(NC(=O)c2cc(=O)[nH]c3ccccc23)cc1	0	5	-3	-1.2	-3	-3	0.3	-5	-6
CN(C(=O)COC(=O)C1CCN(S(=O)(=O)c2ccc3c(c2)OCCO3)CC1)C1CCCCC1	9	-20	4	0.0	-2	9	-0.1	2	-2
CCOc1ccc(C2C(C(=O)c3ccco3)=C(O)C(=O)N2CCN2CCOCC2)cc1OCC (stereo not drawn)	-15	-10	0	-0.5	-1	-5	0.0	2	-5
CCCN1CCN(S(=O)(=O)c2ccc(OC)c(Br)c2)CC1	-4	0	-1	-2.2	16	4	0.3	-4	-12
Cc1ccc(Nc2nc(/N=C/NO)n[nH]2)cc1C	7	0	-4	0.2	2	-11	-0.5	7	-3
C/C(=N/OCO/N=C(\C)c1ccc(F)cc1F)c1ccc(F)cc1F	1	-4	-6	-1.2	4	15	0.8	0	-12
CC(=O)OC1CCC2C3CCC4OC(=O)CCC4C3CCC12C (stereo not drawn)	-6	10	-1	0.1	11	0	0.8	-19	0
CC(=O)c1ccc(OCC(=O)OCC(=O)Nc2sccc2C(N)=O)cc1	-1	13	0	-0.4	6	0	-0.3	11	-3
CN(C(=O)CN(c1ccccc1)S(=O)(=O)c1ccc(F)cc1)C1CCS(=O)(=O)C1 (stereo not drawn)	-9	-7	3	0.1	-1	-4	-1.5	4	-5
O=C1Nc2ccc([N+](=O)[O-])cc2OC1CCN1CCOCC1 (stereo not drawn)	7	-8	-2	-0.8	2	-4	3.6	-1	0
CCOC(=O)c1ccc(-n2ccnc2)c(NC(=O)c2cccc(Br)c2)c1	9	8	-1	0.4	-9	5	-1.0	-5	-3
Cc1ccc(Nc2nc3ccccc3c(=O)[nH]2)cc1C	8	-8	-7	2.5	-3	2	0.3	-1	-2
CCN(CC)CCN(C)C(=O)c1[nH]c(C(F)(F)F)nc1-c1ccccc1	2	8	4	-0.1	-13	-7	0.5	-5	-16
Cc1c(C(=O)O)sc2nc(CSc3ncc(C(F)(F)F)cc3Cl)[nH]c(=O)c12	-16	-5	-2	-1.2	-10	0	-0.1	-20	-10

Following part.
SMILES	SKN-1 inh	PABP1 MLLE inh	MT1-MMP act inh	Tb MetRS inh	NRP1-CendR mod	FAS-TE inh	MsrA inh	eLon inh	MsrA act
O=C(CCn1c(=O)c2sccc2n(CC(=O)OCc2ccccc2)c1=O)NCc1ccccc1	-3	1	5	-0.6	1	0	-0.1	-6	-1
Nc1nc2n(n1)C(c1cccc(Br)c1)CC(c1ccc(F)cc1)N2 (stereo not drawn)	10	2	-4	-0.1	2	-6	0.2	-1	0
CC(C(=O)N1CCCC1)N1CCN(c2ccccc2O)CC1 (stereo not drawn)	1	-8	-1	0.0	-15	-1	-0.9	-7	-4
COCC1CCCCN1C(=O)c1ccc(OC)c(OC2CCN(C(C)C)CC2)c1 (stereo not drawn)	7	8	-3	-0.1	0	-5	0.5	4	-1
Nc1nc(NC(=O)Cc2ccccc2)nn1-c1ccccc1	8	-3	-2	0.0	8	-8	-0.2	7	-3
Cc1ccc(NC(=S)Nc2cc(C)on2)cc1	-4	7	0	-0.1	2	-4	-0.6	-3	-2
CCCCn1c(N)c(N(CC)C(=O)c2ccc(N3CCCC3=O)cc2)c(=O)[nH]c1=O	13	-28	7	0.0	6	-8	-0.4	-2	-1
CCC(C)C(N)C1=NC(C(=O)N[C@@H](CC(C)C)C(=O)N[C@H](CCC(=O)O)C(=O)N[C@H](C(=O)N[C@H]2CCCCNC(=O)[C@H](CC(N)=O)NC(=O)[C@@H](CC(=O)O)NC(=O)[C@H](Cc3cnc[nH]3)NC(=O)[C@@H](Cc3ccccc3)NC(=O)[C@H]([C@@H](C)CC)NC(=O)[C@@H](CCCN)NC2=O)[C@@H](C)CC)CS1 (stereo partly drawn)	7	9	1	-0.7	-30	-8	-0.3	-11	-2
COCCCN1C(=O)c2[nH]nc(-c3cc(C)cc(C)c3O)c2C1c1ccc(O)c(OC)c1 (stereo not drawn)	-10	-6	1	-0.4	-6	-72	0.3	4	-10
COc1ccc(-c2csc(NC(=O)C3CCCO3)n2)cc1 (stereo not drawn)	22	-15	3	-0.3	-7	0	0.1	-3	-3
CCN(CC)S(=O)(=O)c1ccc(NCCc2ccccn2)nc1	-3	-7	-4	0.0	10	0	0.2	-3	1
COc1ccc(-c2noc(CCC(=O)O)n2)cc1	2	16	3	0.0	4	-3	0.7	-7	-4
O=C(NCc1cc([N+](=O)[O-])ccc1O)c1cc(-c2ccncc2)nc2ccccc12	-8	-2	-4	0.0	-8	13	1.6	-8	-4
CCC(C)Oc1nc2c(c(=O)n(C)c(=O)n2C)n1C (stereo not drawn)	-11	-2	0	-0.6	-7	-6	-1.3	9	-7
CCc1ccc(N2C(=O)CC(N3CCN(Cc4ccc5c(c4)OCO5)CC3)C2=O)cc1 (stereo not drawn)	-3	12	4	-0.5	1	-2	1.5	-1	-1
COc1ccc(-c2cc(C(F)(F)F)n3nc(C(=O)N4CCCCC4)cc3n2)cc1	15	-4	3	-0.8	3	18	-0.1	3	-1
COc1cc(C(=O)N(Cc2cc3ccccc3[nH]c2=O)CC2CCCO2)cc(OC)c1OC (stereo not drawn)	-2	8	3	-0.8	2	-4	0.8	1	-10
CC(C)(O)C(=O)NNC(=S)Nc1cccc(C(F)(F)F)c1	1	11	3	-0.5	-6	-14	-1.4	-2	-2
COc1ccc(CNC(=O)[C@H](CCSC)NC(=O)N2CCn3c2nc2ccccc23)cc1	5	4	6	-0.6	-11	7	0.9	-6	1
Cn1nc(C(C)(C)C)cc1C(=O)NCc1ccc2c(c1)OCO2	-11	-1	6	-0.6	4	6	-0.9	3	-6
CC1CN(C(=O)c2cccc(S(=O)(=O)Nc3cc(Cl)ccc3Cl)c2)CC(C)O1 (stereo not drawn)	-4	18	0	0.0	1	-4	-0.7	1	-3
CCOC(=O)[C@H]1[C@H]2COc3ccc(C)cc3[C@@H]2N2C(=O)c3cc(Br)ccc3NC(=O)[C@@]12C	3	4	-16	-0.4	13	57*	-0.6	8	0
COc1ccc(C)cc1NC(=O)C(c1ccccc1)N1CCNC(=O)C1 (stereo not drawn)	-7	13	-1	-0.3	-14	-2	x	11	-2
CN(C)C(=O)COc1ccc2c3c(c(=O)oc2c1)CCCC3	20	3	0	-0.7	2	-4	2.4	6	-2
CC(NC(=O)c1ccccc1NC(=O)CSc1nnnn1C)c1ccccc1 (stereo not drawn)	12	-9	5	-1.4	-3	-10	0.3	7	-2

(cont.)
SMILES	SKN-1 inh	PABP1 MLLE inh	MT1-MMP act inh	Tb MetRS inh	NRP1-CendR mod	FAS-TE inh	MsrA inh	eLon inh	MsrA act
CCOc1ccccc1NC(=O)C(CC)Sc1nc2ccncc2[nH]1 (stereo not drawn)	15	-10	4	-0.2	-2	-17	1.6	5	-2
Cc1ccccc1-c1nc(C(=O)NCC2CCCO2)cc2c1[nH]c1ccccc12 (stereo not drawn)	4	-13	-11	-0.7	-30	19	1.6	1	-3
CCC(C)NC(=O)CC(NS(=O)(=O)c1ccc(Cl)cc1)c1ccco1 (stereo not drawn)	10	11	-1	-0.7	2	-4	-1.0	-1	1
COC(=O)c1ccccc1NC(=O)c1cc2sccc2n1C	14	0	1	0.4	-6	17	0.1	0	0
CC(CC(=O)N1CCN(c2ccc(C(F)(F)F)cn2)CC1)n1ccnc1 (stereo not drawn)	-9	10	9	-0.1	3	-7	-0.1	1	-10
COc1ccc2c(c1)c(C(=O)N/N=C/c1ccccc1Cl)c(C)n2C	5	-6	3	0.2	14	8	0.3	-3	-3
Cc1noc(C)c1S(=O)(=O)Nc1ccc(C(=O)NC2CCCCC2C)cc1 (stereo not drawn)	-18	6	-7	0.5	-3	-3	-1.1	-7	-2
CC(=O)c1ccc(OCc2cc(C(=O)N(C)C3CCOC3)no2)cc1 (stereo not drawn)	-14	0	0	-0.6	-2	-7	-0.5	-1	-7
Brc1ccc(CN2CCCCCC2)cc1	2	-5	4	3.4	14	-5	-0.2	1	-3
CCOC(=O)C1CCN(Cc2nnc(-c3ccccc3C)o2)CC1	3	-1	-2	-0.7	-6	-5	1.6	2	-2
CCN1CCCC1CNC(=O)c1ccc2c(c1)NC(=O)/C(=C\c1ccccc1F)S2 (stereo not drawn)	15	8	3	-0.1	1	-7	0.6	5	-1
O=C1N/C(=C/c2cccn2-c2ccc(F)cc2)C(=O)N1Cc1ccccc1F	-12	-13	5	-0.7	43*	3	1.1	-28	-13
O=C(CCS(=O)(=O)c1ccc(Br)cc1)N1CCN(c2ccc(Cl)cc2)CC1	-1	-7	-2	0.4	-12	19	-0.8	-6	-2
O=C(Nc1cc2c3c(c1)CC(=O)N3CCC2)c1ccc(Br)o1	1	13	4	-0.4	-6	-4	-0.2	5	-1
O=C(CN1CCN(Cc2ccccc2)CC1)NCCc1ccccc1	11	-8	2	-0.5	-4	-2	-0.7	2	-1

Profiles, quoted from the list. Screens in order: SKN-1 inh | PABP1 MLLE inh | MT1-MMP act inh | Tb MetRS inh | NRP1-CendR mod | FAS-TE inh | MsrA inh | eLon inh | MsrA act
`Cc1noc(C)c1S(=O)(=O)Nc1ccc(C(=O)NC2CCCCC2C)cc1` (stereo not drawn) is listed with -18 | 6 | -7 | 0.5 | -3 | -3 | -1.1 | -7 | -2
`CCC(C)NC(=O)CC(NS(=O)(=O)c1ccc(Cl)cc1)c1ccco1` (stereo not drawn) is listed with 10 | 11 | -1 | -0.7 | 2 | -4 | -1.0 | -1 | 1
